Screens: PubChem, several laboratories
GPR55 LPI antagonism: inhibition of LPI-stimulated GPR55 beta-arrestin translocation – imaging, U2OS, beta-arrestin-GFP, LPI agonist, primary screen (AID 2013). 290,000 compounds, 0.13% hits. U2OS GPR55 beta-arrestin-GFP translocation imaging, LPI antagonism; higher % means a stronger effect. inhibition, % at 10 µM; hits with a dose series show IC50 in µM;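 active = spots per cell inhibited over 60%, with over 100 cells counted and total cytoplasm intensity under 500,000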;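 also: U2OS cells stably carrying GPR55 and arrestin-GFP stimulated by 5 µM LPI near EC80; imaged beta-arrestin-GFP aggregate spots per cell after agonist stimulation; plate controls were LPI-stimulated DMSO wells for no effect and DMSO wells without LPI for full effect; some results filed as inactive read as strong as hits; confirmed hits need IC50 under 10 µM and bright autofluorescent wells are also inconclusive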
Siah-1 displacement: blockers of Siah-1 interaction with plectin peptide – biochemical, fluorescence polarization, rhodamine-plectin, uHTS, primary screen (AID 1817). Siah-1 / rhodamine-plectin peptide fluorescence polarization; higher % means a stronger effect. displacement, % at 20 µM; hits with a dose series show IC50 in µM. 290,000 compounds, 0.02% hits;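 active = displacement of at least 50% at 20 µM, with a fluorescence ratio check between 0.3 and a set limit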;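 also: plate controls were Siah plus tracer with DMSO for no effect and tracer alone without Siah for full effect; strong numbers were not always called active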
GPR35 antagonists: inhibition of zaprinast-stimulated GPR35 beta-arrestin translocation – imaging, U2OS, beta-arrestin-GFP, zaprinast agonist, primary screen (AID 2058); U2OS GPR35 beta-arrestin-GFP translocation imaging, zaprinast antagonism; higher % means a stronger effect; inhibition, % at 10 µM, or IC50 in µM where a hit was titrated; 290,000 compounds, 0.052% hits;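 active = inhibition of at least 50% with at least 30 cells and total cytoplasm GFP at most 10,000,000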
GPR55 beta-arrestin: selective activators of receptor GPR55 – imaging, U2OS cells, beta-arrestin-GFP redistribution, primary screen (AID 1961). U2OS GPR55 beta-arrestin-GFP redistribution imaging; higher % means a stronger effect. activation, % at 10 µM; hits with a dose series show EC50 in µM. 290,000 compounds, 0.048% hits;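 active = activation above 40% with more than 50 cells counted in the well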;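 also: U2OS osteosarcoma cells stably expressing GPR55 and beta-arrestin-GFP; plate controls were DMSO negative control for no effect and LPI positive control for full effect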
NTR1 ag: agonists of NTR1, primary screen, imaging, U2OS cells, beta-arrestin-GFP, high content (AID 493036); P30989; NTR1-U2OS beta-arrestin-GFP spot imaging, agonist mode; activation, % at 20 µM; 330,000 compounds, 0.17% hits;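 active = activation at or above 40% of the spot to cytoplasm intensity ratio, with at least 20 cells analyzed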;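 also: 0% = DMSO without peptide and 100% = 100 nM NTR1 peptide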
Target sequence (P30989 whole entry, looked up): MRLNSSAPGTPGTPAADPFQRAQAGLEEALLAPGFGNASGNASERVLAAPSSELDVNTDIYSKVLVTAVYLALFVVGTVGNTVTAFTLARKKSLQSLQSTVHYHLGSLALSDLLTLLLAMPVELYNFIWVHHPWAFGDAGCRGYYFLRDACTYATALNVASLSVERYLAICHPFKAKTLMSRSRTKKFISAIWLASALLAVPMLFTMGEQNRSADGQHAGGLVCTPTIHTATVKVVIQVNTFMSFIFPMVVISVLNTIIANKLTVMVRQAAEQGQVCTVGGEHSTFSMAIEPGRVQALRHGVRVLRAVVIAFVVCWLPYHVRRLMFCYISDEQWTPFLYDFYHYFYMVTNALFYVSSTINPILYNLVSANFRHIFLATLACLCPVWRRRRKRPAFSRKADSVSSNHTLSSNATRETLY
NS5 inhibitors: flavivirus cap methylation enzyme inhibition – biochemical, confirmation dose response, primary screen (AID 588689); Dengue-2 NS5 methyltransferase capping enzyme assay, biochemical; higher % means a stronger effect; 340,000 compounds, 0.3% hits; one-dose inhibition, % at 25 µM; IC50 in µM for titrated hits; in the data active = a potency from the dose series
HIV peptide binding: inhibitors of HIV fusion peptide binding, primary screen, biochemical, uHTS, fluorescence dequenching (AID 1986) | inhibition, % at 20 µM; hits with a dose series show IC50 in µM | 290,000 compounds, 0.3% hits | cell-free peptide binding, fluorescence dequenching, 30 min; higher % means a stronger effect; in the data active = inhibition mostly above about 52%, no sharp cut-off; inactive = mostly below about 76%; also: some results filed as inactive read as strong as hits
AID2073: inhibitors of Mint1-CaV2.2 protein interaction, biochemical, HTRF (AID 2073); 290,000 compounds, 0.19% hits; inhibition, % at 20 µM, or IC50 in µM where a hit was titrated; HTRF protein-protein interaction, Mint1-CaV2.2; higher % means a stronger effect; in the data active = inhibition mostly above about 51%, no sharp cut-off; also: some results filed as inactive read as strong as hits
UTI89 phage lysis: inhibition of K1F phage lysis, E. coli UTI89, bacterial capsule biogenesis inhibitors, alamar blue (AID 488966). E. coli UTI89 K1F phage lysis, alamar blue, 2 h; higher % means a stronger effect. inhibition, % at 100 µM; hits with a dose series show IC50 in µM. 340,000 compounds, 0.02% hits;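 active = phage lysis inhibition, versus mean bacterial control, above a set limit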;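 also: capsule biogenesis inhibitors block K1F phage lysis so surviving cells raise fluorescence; higher fluorescence means more inhibition of phage lysis; actives were called in the ten point dose series up to 300 µM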
NTR1 ag cell count 20 µM: second read-out of NTR1 ag, no call of its own (marks repeat the call); cell count; measured here: cell count, cytotoxicity flag
NS5 inhibitors pilot replicate: further read-out of NS5 inhibitors, marked with its call; inhibition, %; measured here: pilot screen replicate inhibition
* = called active by the depositor; / = no result given; [ ] = dose if it differs, or a comment.

SMILES	GPR55 LPI antagonism	Siah-1 displacement	GPR35 antagonists	GPR55 beta-arrestin	NTR1 ag	NTR1 ag cell count 20 µM	NS5 inhibitors	HIV peptide binding	AID2073	UTI89 phage lysis	others
O=C(NCCO)c1nc(NCCO)c2ccccc2n1	-4%	0%	-11%	-0.2%	0.9	67	-19%	1.5%	5%	3.1%
CCN(CC)c1nc(N)c2c(N)nc3c(c2c1C#N)CC(c1ccccc1)O3 (configuration not stated)	-5%	1%	-6%	-0.2%	2.8	55	25%	-1.3%	26%	-0.1%
CCN(CC)CC(=O)N1c2ccccc2Sc2ccc(Cl)cc21	5%	3%	-19%	0.5%	-2.9	39	-6%	1.2%	6%	0.4%
Cc1ccc2c(c1)c(Sc1ccccc1)c(CC(=O)O)n2C	5%	-1%	/	0.2%	4.4	69	5%	16%	-4%	0.0%
CCn1c(CSc2nc3ccccc3s2)nnc1SCC(=O)c1ccc(Cl)cc1	0%	2%	7%	-0.1%	1.4	47	-12%	-1.5%	30%	-0.1%
COc1ccc(/C=N/n2cc(-c3ccc(OC)cc3)nc2N)cc1	4%	-3%	2%	-0.1%	0.3	46	-10%	0.3%	6%	0.1%
CCc1nc2oc3ccccc3c(=O)c2c(=O)n1CCOC	5%	-1%	-12%	-0.2%	0.1	88	-2%	-1.7%	1%	0.4%
CCCCCC1CC1C(=O)N/N=C/c1ccc(N(C)C)cc1 (configuration not stated)	-10%	2%	-6%	0.0%	3.4	75	-1%	-4.6%	4%	1.5%
CC(C)c1ccc(NCCC(=O)c2cccs2)cc1	3%	6%	-10%	1.0%	1.4	53	-5%	0.1%	5%	1.9%
O=C(CCn1c(=O)oc2ccccc21)NCCCN1CCN(c2ccc(F)cc2)CC1	-4%	-3%	11%	-0.1%	-0.8	77	-6%	0.9%	-8%	0.0%
Cc1[nH]c(=S)c(C#N)c(C)c1CC(=O)c1ccc(Br)cc1	8%	3%	12%	0.6%	0.5	59	-15%	-0.5%	-17%	1.6%
COC(=O)NC(=S)Nc1ccc(Oc2ccc(Cl)cc2)c(Cl)c1	10%	-1%	-5%	-0.1%	16	69	0%	-0.2%	2%	0.6%
CN(C)CCCSc1nc(-c2ccccc2)nc2c1CCC2	16%	-1%	2%	0.2%	-1.2	92	14%	2.3%	-7%	-0.3%
O=C1/C(=C/c2ccc(F)cc2)SC(=S)N1Nc1ncc(C(F)(F)F)cc1Cl	20%	-6%	1%	0.2%	0.4	68	-1%	2.4%	4%	-0.2%
O=C(O)CCCC(=O)N1CC(=O)Nc2ccccc21	-11%	1%	-6%	1.0%	-0.3	50	6%	-0.2%	2%	0.5%
NS(=O)(=O)c1ccc(CNc2ncnc3sccc23)cc1	-9%	1%	12%	-0.2%	-1.7	48	-5%	-1.4%	6%	-0.2%
CCOc1ccc2ccccc2c1/C=N/NC(=O)c1cc(C)[nH]n1	-11%	4%	-8%	0.0%	4.4	56	-7%	-1.0%	1%	0.1%
COc1ccccc1N1CCN(S(=O)(=O)c2cc3c(cc2C)NC(=O)CO3)CC1	2%	-6%	-7%	0.6%	-2.1	57	-2%	-0.5%	0%	2.7%
CC(C)Nc1nc2nonc2nc1Nc1ccccc1	-4%	0%	1%	-0.1%	0.9	57	7%	-0.4%	2%	2.2%
CCN(C(=O)CN1CCN(c2ccccc2)CC1)c1c(N)n(Cc2ccccc2)c(=O)[nH]c1=O	-5%	3%	6%	-0.2%	-0.4	89	-13%	1.5%	1%	0.7%
CC(CCc1ccco1)NC(=O)CCc1nnc2ccc(NCc3ccccc3)nn12 (configuration not stated)	9%	3%	-3%	0.0%	-0.3	54	-12%	-1.1%	0%	0.3%
CCc1cccc2c(=O)c(C(=O)N3CCCCCC3)c[nH]c12	-7%	2%	1%	-0.1%	1.8	68	-2%	0.3%	16%	-1.2%
COc1ccc(-c2oc3ncnc(N)c3c2-c2ccccc2)cc1	6%	0%	-8%	-0.2%	5.0	95	-1%	-0.7%	10%	0.7%	NS5 inhibitors pilot replicate=2.3
C=CCN1C(=O)C(Cc2cccc(Cl)c2)SC1=Nc1ccc(C(=O)O)cc1 (configuration not stated)	13%	-7%	1%	-0.6%	0.9	85	-2%	3.5%	9%	-0.1%
CCC(c1nnnn1C(C)(C)CC)N(CCCO)Cc1cc2cccc(C)c2[nH]c1=O (configuration not stated)	5%	1%	14%	-0.3%	0.6	47	-5%	1.0%	0%	0.1%
CNc1nc(C)c(C(C)(C)C)s1	-12%	-2%	-3%	0.3%	1.1	50	8%	-1.7%	-14%	0.2%
CCOc1ccc2nc(SCC(=O)NCC3CCCO3)c(C#N)cc2c1 (configuration not stated)	2%	10%	-4%	-0.2%	1.6	48	4%	-1.4%	10%	-0.9%
COc1cc2c(cc1OC)C(c1ccc(O)cc1)NCC2 (configuration not stated)	3%	2%	6%	-0.2%	-0.4	68	0%	-0.3%	0%	-2.1%
Cc1ccc(NC(=O)C2CCCCC2C(=O)O)cc1C (configuration not stated)	-5%	17%	-2%	-0.2%	-0.9	61	-2%	-1.8%	0%	-1.2%
Cc1ccc(CN2CCC(Oc3cccc(C(=O)NCc4cccnc4)c3)CC2)o1	17%	-3%	0%	0.3%	-0.3	64	-7%	3.4%	-6%	0.3%
CN1CCN(C(=O)C2=C[C@@H](C3CCCCC3)C[C@@H](OCc3ccc(CO)cc3)O2)CC1	9%	0%	-3%	0.1%	-1.6	57	-1%	0.7%	-17%	2.6%
COc1ccc(-c2csc3ncnc(N4CCN(c5ccccc5Cl)CC4)c23)cc1	3%	-1%	-6%	-0.2%	3.6	58	-2%	-0.9%	14%	-0.1%
CCCn1c(NC(=O)c2ccco2)nc2ccccc21	-14%	-4%	5%	0.0%	0.3	47	-3%	0.2%	20%	2.2%[50 µM]
CC1=NN(c2ccccc2)C(=O)/C1=C\C=C\c1ccccc1	1%	3%	-4%	-0.2%	26	59	/	-3.6%	-48%	/
COC(=O)c1ccccc1NC(=O)NN1CCN(C)CC1	4%	10%	-8%	0.0%	-0.8	60	-6%	-0.3%	-1%	3.4%[50 µM]
O=C(Nc1nc2ccccc2s1)c1ccc(N2CCCCC2)c([N+](=O)[O-])c1	14%	5%	1.1µM*	0.0%	6.4	50	-4%	-2.5%	5%	6.5%
Cc1ccc2oc(=O)n(CC(=O)OC(C)C)c2c1	-4%	5%	-15%	-0.2%	-0.1	35	-1%	0.5%	-9%	0.1%
O=C(NCc1cccc(C(F)(F)F)c1)c1ccc2c(c1)OCO2	-3%	-4%	3%	0.0%	0.4	62	1%	-1.1%	4%	-0.1%
CC(C)C(OC(=O)c1cccs1)C(=O)NCc1cccs1 (configuration not stated)	4%	-6%	4%	-0.1%	0.2	89	-2%	0.5%	-1%	0.3%
CCN(CC)S(=O)(=O)c1cccc(NC2=NCC(C)S2)c1 (configuration not stated)	6%	-3%	-5%	-0.4%	0.8	70	-5%	0.6%	-12%	0.3%
O=C(CSc1nnc(-c2cccnc2)n1Cc1ccco1)c1ccc(Br)cc1	10%	1%	0%	-0.2%	2.3	89	8%	-4.0%	-11%	-0.1%	NS5 inhibitors pilot replicate=-0.9
COc1ccc(-n2nc(C(=O)N3CCN(c4ccc(F)cc4)CC3)c3ccccc3c2=O)c(OC)c1	5%	-4%	6%	-0.1%	/	/	/	-2.0%	4%	0.3%
COC(=O)c1ccc(C2C(C(=O)OC(C)C)=C(C)N=C3SCCC(=O)N32)cc1 (configuration not stated)	5%	-3%	5%	-0.3%	/	/	/	2.4%	-6%	/
CCN(CC)CCNC(=O)Cc1nn(CC)c(=O)c2ccccc12	3%	-2%	11%	0.7%	0.0	44	-1%	-0.4%	6%	0.1%
COc1cccc(/C=N/NC(=O)C(=O)N/N=C/c2cccc(OC)c2O)c1O	8%	17%	-2%	-0.6%	/	/	/	3.7%	-20%	/
Cc1ccc2c(CC(=O)NC3CCS(=O)(=O)C3)coc2c1C (configuration not stated)	8%	5%	14%	-0.2%	0.7	49	-14%	-1.4%	9%	0.3%
Cn1nnnc1SCc1nc2ccccc2[nH]1	6%	1%	6%	0.6%	-0.5	74	/	-1.7%	-8%	0.5%
CCOC(=O)c1c(C)[nH]c(C)c1S(=O)(=O)N(C)CC(=O)NCc1cccc(Br)c1	-2%	4%	0%	-0.1%	3.7	66	-3%	-1.0%	-10%	4.0%

A run of entries from the list above, for reference:
SMILES	GPR55 LPI antagonism	Siah-1 displacement	GPR35 antagonists	GPR55 beta-arrestin	NTR1 ag	NTR1 ag cell count 20 µM	NS5 inhibitors	HIV peptide binding	AID2073	UTI89 phage lysis	others
COC(=O)c1ccc(C2C(C(=O)OC(C)C)=C(C)N=C3SCCC(=O)N32)cc1 (configuration not stated)	5%	-3%	5%	-0.3%	/	/	/	2.4%	-6%	/
CCN(CC)CCNC(=O)Cc1nn(CC)c(=O)c2ccccc12	3%	-2%	11%	0.7%	0.0	44	-1%	-0.4%	6%	0.1%
COc1cccc(/C=N/NC(=O)C(=O)N/N=C/c2cccc(OC)c2O)c1O	8%	17%	-2%	-0.6%	/	/	/	3.7%	-20%	/
Cc1ccc2c(CC(=O)NC3CCS(=O)(=O)C3)coc2c1C (configuration not stated)	8%	5%	14%	-0.2%	0.7	49	-14%	-1.4%	9%	0.3%
Cn1nnnc1SCc1nc2ccccc2[nH]1	6%	1%	6%	0.6%	-0.5	74	/	-1.7%	-8%	0.5%
CCOC(=O)c1c(C)[nH]c(C)c1S(=O)(=O)N(C)CC(=O)NCc1cccc(Br)c1	-2%	4%	0%	-0.1%	3.7	66	-3%	-1.0%	-10%	4.0%

The results go on.
SMILES	GPR55 LPI antagonism	Siah-1 displacement	GPR35 antagonists	GPR55 beta-arrestin	NTR1 ag	NTR1 ag cell count 20 µM	NS5 inhibitors	HIV peptide binding	AID2073	UTI89 phage lysis	others
COc1ccccc1Oc1ccnc2cc(Cl)ccc12	16%	4%	2%	-0.2%	-0.8	53	-7%	2.6%	2%	-0.2%
COC(OC)c1ccnc(-c2ccc(OC(=O)c3cccs3)cc2)n1	8%	-1%	-3%	-0.2%	1.9	44	-4%	0.3%	-7%	-0.2%
C=CCOc1ccc(CNn2cn[nH]c2=S)cc1	-7%	-3%	-9%	-0.1%	0.9	53	-5%	-1.5%	-34%	4.7%
CCn1c(=S)[nH]c2cc(Cl)ccc21	2%	-1%	-6%	-0.2%	0.5	47	-5%	0.9%	-21%	0.4%
Cc1cc(NC(=O)COC(=O)C2CC(=O)N(c3ccc(Br)cc3)C2)no1 (configuration not stated)	-4%	-2%	-5%	-0.1%	-0.5	51	-1%	0.5%	15%	0.1%
